# NLRP3 yeast inh: inhibitors of NALP3 inflammasome in yeast. Yeast reconstituted NLRP3/ASC/caspase-1, beta-gal luminescence, 24 h. inhibition, % at 10 µM. hit rate 0.39% among 330,000;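 active means inhibition of 50% or more; inactive means inhibition below 50%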;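 further: plate controls were induced DMSO wells for no effect and uninduced yeast grown without galactose for full effect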
# mIAP block: blocks mouse intestinal alkaline phosphatase. purified mouse IAP, CDP-Star luminescence, 30 min. inhibition, % at 10 µM. hit rate 0.2% among 330,000;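 active means inhibition of at least 40% at 10 µM in the primary screen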;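 further: plate controls were DMSO with enzyme for no effect and no enzyme wells for full effect; values of inactives mirror those of a sister screen read the other way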
# hIAP block: blocks human intestinal alkaline phosphatase. purified IAP, CDP-Star luminescence, 30 min. inhibition, % at 10 µM. hit rate 0.12% among 330,000. P09923;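 active means inhibition reaching a set limit with compound at 10 µM in the primary screen, cut at about 35% in these data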;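 further: plate controls were DMSO wells with enzyme for no effect and no-enzyme buffer wells for full effect; values of inactives mirror those of a sister screen read the other way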
# TIM10 inh: growth inhibitors of TIM10 yeast strain. S. cerevisiae TIM10 strain growth, BacTiter-Glo luminescence, 24 h. inhibition, % at 10 µM. hit rate 1.4% among 330,000;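 active means inhibition of 40% or more at the single tested concentration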;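 further: wild-type TIM10 isogenic control strain grown at permissive 25 °C; 0% = DMSO yeast wells and 100% = minimal medium wells without yeast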
# tim10-1 inh: tim10-1 yeast growth inhibition; S. cerevisiae tim10-1 ts strain growth, BacTiter-Glo, 24 h; hit rate 2.2% among 330,000; inhibition, % at 20 µM;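 active means inhibition of at least 40%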;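 further: mutant grown at 25 °C; 0% = DMSO wells with yeast and 100% = wells holding no yeast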
# beta cell repl: inducers of beta-cell replication in MIN6 cells. MIN6 cells proliferation, ATPlite luminescence, 48 h; cells starved in 0.2% serum; 100% = growth in 10% serum. proliferation, % at 10 µM. hit rate 0.29% among 330,000;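 active means compounds whose signal lies at least 3.5 SD above the mean of all wells on their plate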;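 further: 0% = DMSO-treated cells in low-serum medium and 100% = 10% serum control; some compounds called inactive have numbers as strong as hits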
# A3A deaminase: blocks human APOBEC3A ssDNA deamination. recombinant A3A, FAM/TAMRA ssDNA deamination fluorescence. P31941. hit rate 0.41% among 330,000. inhibition, % at 20 µM;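 active means at least 40% inhibition at 20 µM here, with at most 30% in a related deaminase screen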;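 further: plate controls were A3A with DMSO for no effect and wells lacking A3A enzyme for full effect; some results filed as inactive read as strong as hits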
# Target sequence (P31941 whole entry, looked up): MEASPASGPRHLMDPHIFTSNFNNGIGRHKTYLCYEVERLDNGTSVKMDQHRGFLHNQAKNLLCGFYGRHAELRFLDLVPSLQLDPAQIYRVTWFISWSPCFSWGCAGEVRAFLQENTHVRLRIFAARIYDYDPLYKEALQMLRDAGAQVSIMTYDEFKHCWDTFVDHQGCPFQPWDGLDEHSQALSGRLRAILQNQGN
# mIAP activ: increases mouse intestinal alkaline phosphatase activity; AID 2805; muIAP, CDP-Star luminescence, 30 min; stronger effect = higher value; 1 = vehicle-only enzyme signal, 0 = enzyme-free wells; hit rate 0.24% among 330,000; activation factor at 10 µM;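 active means activation factor of at least 2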; further: the source names both 10 and 20 µM as test concentration; values of inactives mirror those of a sister screen read the other way
#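 Assay system: mouse IAP enzyme; Reagent: CDP-Star chemiluminescent phosphatase substrate; Compound: DMSO-dissolved test compounds; Incubation: 30 min, room temperature; Technique: luminescence from enzymatic CDP-Star hydrolysis; Controls: DMSO-only wells and no-enzyme negative control.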
# A3G deaminase: APOBEC3G (human) deaminase inhibition; recombinant A3G, ssDNA deamination FAM/TAMRA fluorescence; inhibition, % at 20 µM; hit rate 0.28% among 330,000;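 active means inhibition of at least 40% at 20 µM, with no more than 30% in the related APOBEC3A deaminase screen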;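 further: plate controls were DMSO wells with A3G for no effect and wells lacking A3G enzyme for full effect; some compounds called inactive have numbers as strong as hits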
# Target sequence (Q9HC16 whole entry, looked up): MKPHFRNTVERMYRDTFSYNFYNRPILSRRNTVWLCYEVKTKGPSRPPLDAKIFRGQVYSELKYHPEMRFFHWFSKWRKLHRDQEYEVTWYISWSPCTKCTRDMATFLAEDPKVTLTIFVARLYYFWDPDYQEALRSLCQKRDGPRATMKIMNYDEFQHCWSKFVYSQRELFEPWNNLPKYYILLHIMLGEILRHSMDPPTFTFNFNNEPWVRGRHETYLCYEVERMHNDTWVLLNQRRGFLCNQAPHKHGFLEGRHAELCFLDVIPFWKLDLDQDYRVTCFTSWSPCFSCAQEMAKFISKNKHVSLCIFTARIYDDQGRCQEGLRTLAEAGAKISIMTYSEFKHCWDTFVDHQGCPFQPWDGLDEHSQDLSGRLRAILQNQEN
# The depositor's hits bear a star; x = no result given.
SMILES,mIAP block,A3G deaminase,A3A deaminase,TIM10 inh,mIAP activ,beta cell repl,tim10-1 inh,hIAP block,NLRP3 yeast inh
O=C(O)c1ccccc1NC(=O)N1CCOCC1,2,-5,-1,1,0.98,1,2,-13,13
COc1ccc(-n2c(COc3cccc4ccccc34)nnc2SCC#N)cc1,7,0,0,37,0.93,0,24,11,-13
CN(C)S(=O)(=O)c1ccc(C(=O)OCC(=O)Nc2cccnc2Cl)cc1,-5,0,6,7,1,-4,7,-15,11
Cc1ccc(NC(=O)NN2CCOCC2)cc1,6,-4,3,-6,0.94,-1,2,-5,7
O=C(C1=C(O)C(=O)N(c2ncccn2)C1c1cccs1)c1ccco1 (stereo not given),12,13,23,-5,0.88,-2,3,-41,12
CCC1(c2ccccc2)NC(=O)N(CC(=O)Nc2ccc(S(=O)(=O)Nc3ncccn3)cc2)C1=O (stereo not given),0,-8,9,-3,1,-1,-3,-2,14
COc1cc(OC)cc(C(=O)NC(C(=O)NNC(=O)c2cc(Cl)ccc2OC)C(C)C)c1 (stereo not given),8,-1,2,6,0.92,-1,-3,-44,19
CC1=Nc2ccc(Br)cc2C(c2ccccc2)N1CC(=O)NN (stereo not given),-13,-9,-1,17,1.1,1,9,16,9
COCCn1c(N)c(Sc2ccc(C)cc2)c(=O)[nH]c1=O,-1,0,-3,-12,1,0,12,-2,9
Cc1cccc(N(CC(=O)N2CCN(c3ccccc3F)CC2)S(C)(=O)=O)c1,5,-6,-2,14,0.95,4,7,5,24
N#C/C(=C\c1c(Oc2ccccc2F)nc2ccccn2c1=O)C(=O)NC1CCS(=O)(=O)C1 (stereo not given),8,-3,-3,-5,0.92,0,-7,8,20
CN(C)S(=O)(=O)N1CCC(Oc2cccc(C(=O)N3CCSCC3)c2)CC1,12,-6,-3,11,0.88,1,1,-7,1
O=C(C[C@@H]1C/C=C\C[C@H](Cc2ccc(F)cc2)C(=O)OC[C@@H](c2ccccc2)NC1=O)NCCO,-1,-10,-1,-16,1,-1,-16,-1,15
COCCn1c(SCC(=O)Nc2ccc(F)cc2)nc2ccccc2c1=O,-9,-7,3,-7,1.1,5,11,-1,21
O=C(COC(=O)C12CC3CC(CC(Br)(C3)C1)C2)NNC(=O)c1ccccc1,-6,-8,-1,-4,1.1,-2,-7,3,28
O=C(NS(=O)(=O)Oc1ccc(F)c(Cl)c1)OC[C@@H]1CCCN2CCCCC12 (stereo not given in full),10,2,-1,8,0.9,2,-1,-2,5
CC(C)CCNC(=O)CN(C(=O)CCC(=O)Nc1ccccn1)c1ccc2c(c1)OCCO2,8,-1,0,-12,0.92,-2,6,-9,0
C/C(=N\NC(=O)CN(c1ccccc1Br)S(C)(=O)=O)c1cccs1,-7,4,4,3,1.1,-2,-12,2,23
COC(F)(C(=O)Nc1ccc2c(c1)C(=O)NC2=O)C(F)(F)F (stereo not given),4,-7,-4,8,0.96,2,16,-2,8
C=C1CCN(c2ccc(C(=O)NCc3ccc(C)cc3)cc2[N+](=O)[O-])CC1,4,-2,-1,-22,0.96,-5,4,6,27
COc1cc(NC(=O)Nc2ccccc2)c(OC)cc1NC(=O)CN1CCCCC1,-26,5,1,11,1.3,-2,11,1,8
CC(=O)c1cccc(NC(=O)CCn2c(=O)oc3ccccc32)c1,0,-6,-1,-21,1,0,3,-9,6
CCC(=O)Nc1ccc(-c2nnc(SCC(=O)Nc3nccs3)n2C)cc1,-10,29,53*,-2,1.1,0,9,0,19
O=C(NCCCN1CCOCC1)c1cccc(S(=O)(=O)N2CCOCC2)c1,-3,1,1,9,1,-5,8,-1,23

# Shown with two lines to a compound: entries from further up
# The line under a structure holds: mIAP block, A3G deaminase, A3A deaminase, TIM10 inh, mIAP activ, beta cell repl, tim10-1 inh, hIAP block, NLRP3 yeast inh
O=C(COC(=O)C12CC3CC(CC(Br)(C3)C1)C2)NNC(=O)c1ccccc1
    -6, -8, -1, -4, 1.1, -2, -7, 3, 28
O=C(NS(=O)(=O)Oc1ccc(F)c(Cl)c1)OC[C@@H]1CCCN2CCCCC12 (stereo not given in full)
    10, 2, -1, 8, 0.9, 2, -1, -2, 5
CC(C)CCNC(=O)CN(C(=O)CCC(=O)Nc1ccccn1)c1ccc2c(c1)OCCO2
    8, -1, 0, -12, 0.92, -2, 6, -9, 0
C/C(=N\NC(=O)CN(c1ccccc1Br)S(C)(=O)=O)c1cccs1
    -7, 4, 4, 3, 1.1, -2, -12, 2, 23

# (more compounds)
SMILES,mIAP block,A3G deaminase,A3A deaminase,TIM10 inh,mIAP activ,beta cell repl,tim10-1 inh,hIAP block,NLRP3 yeast inh
CC(=O)Nc1ccc(N2C(=O)CSC2c2c(F)cccc2Cl)cc1 (stereo not given),8,-10,-2,8,0.92,-1,16,-4,13
CCN(CC)CCn1c(NCc2ccccn2)nc2ccccc21,-3,5,3,-7,1,2,-1,-1,5
O=C(c1ccc(Cl)c([N+](=O)[O-])c1)N(Cc1cccc(Cl)c1)C1CCS(=O)(=O)C1 (stereo not given),2,-3,2,13,0.98,-4,0,10,2
COc1ccccc1Nc1nc(C)cc(=O)[nH]1,2,-3,-1,1,0.98,0,11,-14,3
CC(C)C(C(=O)NCC1CCCO1)N(C(=O)CNS(=O)(=O)c1ccc(F)cc1)c1ccccc1 (stereo not given),-5,-2,3,-15,1,-5,15,-5,16
COc1ccc(C(=O)NC(=S)Nc2cccnc2)cc1[N+](=O)[O-],-4,-2,3,6,1,0,20,-18,27
CC(=O)c1ccc(NC(=O)c2ccccc2Sc2ncnc3sc(C)c(C)c23)cc1,12,-7,-4,19,0.88,-2,27,16,13
O=C(C1=C[C@H](c2ccccc2)C[C@H](OCc2ccc(CO)cc2)O1)N1CCN(Cc2ccccc2)CC1,-5,-8,-1,2,1,1,-6,7,-3
COC(=O)c1cc2n(n1)CCN(Cc1ccc(C)cc1)C2=O,1,1,0,0,0.99,-1,1,21,18
OCCCn1c(-c2ccccc2)csc1=Nc1ccccc1,-3,-18,-3,-6,1,-5,3,5,35
COc1ccc(C(=O)OCC(=O)NC2CCCCCC2)cc1OC,58*,17,35,-3,0.42,-3,10,-27,10
Cc1cccc(Cn2nc(-n3cccc3)c3c(C)cc(C)nc32)c1,0,-6,0,5,1,1,8,-5,16
CN(CC(=O)Nc1ccccc1C(=O)NC1CC1)Cc1ccc(Cl)s1,-1,-1,1,-4,1,3,-2,5,0
O=C(CCC1CCCCC1)Nc1ccc(C(=O)c2ccncc2)cc1,10,-12,-2,43*,0.9,-2,35,13,16
Cc1ccc(C(=O)NC(=S)N2CCN(c3ccccc3F)CC2)cc1,-2,1,-2,30,1,-2,30,-18,17
Cc1cc(NC(=O)CCNS(=O)(=O)c2ccc3[nH]c(=O)oc3c2)ccc1Br,-11,-2,-2,-2,1.1,-2,9,-26,11
c1ccc(OCCCCN2CCOCC2)cc1,-1,-2,6,-10,1,4,-7,9,16
CCCOc1ccc(-c2c(C(=O)N/N=C/c3ccc(C)o3)nnn2-c2nonc2N)cc1,12,-7,-7,-1,0.88,-1,9,-5,15
O=C(COC(=O)c1ccc(Cl)nc1)Nc1cccc(S(=O)(=O)N2CCCCC2)c1,3,1,4,5,0.97,-4,2,-9,10
O=C(NC1CCCC1)C(c1cccnc1)N(C(=O)c1ccco1)c1cccc(F)c1 (stereo not given),-7,5,3,-4,1.1,-3,10,2,19
CN(C)C(CNC(=O)c1cnc(Cl)c(Cl)c1)c1ccccc1 (stereo not given),7,-4,-3,12,0.93,-7,3,8,7
Cc1c(NC(=O)C(Sc2ccccc2)c2ccccc2)cccc1[N+](=O)[O-] (stereo not given),3,3,-2,32,0.97,-4,23,1,17
CC(=O)Nc1ccc(S(=O)(=O)N2CCC(c3nc4ccccc4[nH]3)CC2)cc1,4,-5,1,-8,0.95,-3,12,13,13
C/C(=N/OC(=O)C1CC1)c1cc(-c2ccc(Cl)cc2)no1,2,-4,2,-23,0.98,-1,-65,12,33
CCCN=C1N(CC)C[C@@H]2[C@@H]3C(=O)N(Cc4ccccc4)C(=O)[C@@H]3[C@](Cc3ccccc3)(C(=O)OC)N12,-7,6,5,-6,1.1,x,1,x,x
CCC1Oc2ccccc2N(CC(=O)NCCC2=CCCCC2)C1=O (stereo not given),-20,4,4,10,1.2,-1,19,1,4
CCN(CC)S(=O)(=O)N1CCC(C(=O)NCc2ccc3c(c2)OCO3)CC1,2,-1,7,-15,0.98,0,23,-56,8
CCN1/C(=c2/s/c(=C3/C(=O)N(c4ccccc4)N=C3C)n(CC)c2=O)C=Cc2ccccc21,12,-1,-4,34,0.88,-1,33,5,-2
CC1CCCC(C)N1C(=O)c1ccc(CS(=O)(=O)c2ccccc2)cc1 (stereo not given),-4,0,-2,-6,1,-5,21,7,8
O=C(O)C1=NN(c2ccccc2)C(=O)CC1,0,-11,-7,-5,1,0,4,-26,13
COc1cc(OC)cc(C(=O)N[C@H](C(=O)Nc2nc(-c3ccc(OC)c(OC)c3)cs2)C(C)C)c1,-26,6,-1,-5,1.3,-2,2,-7,3
C[C@H](NC(=O)c1nc[nH]c1C(=O)N[C@@H](C)c1ccccc1)C(=O)OC(C)(C)C,8,-6,-3,25,0.92,-1,19,-28,18
O=C(COC(=O)c1ccccc1C(=O)c1ccc(Cl)cc1)NCCc1ccccc1,-2,3,5,3,1,-5,28,21,6
COC(=O)[C@H](Cc1ccccc1)NC(=O)NCC1CCCO1 (stereo not given in full),-6,0,2,-7,1.1,0,13,7,4
Cc1ccc(NC(=O)C2CCN(C(=O)c3ccco3)CC2)cc1,-1,2,3,-9,1,0,9,-6,18
CCCCCCC(=O)N/N=C/Cc1ccccc1,-11,-2,-2,11,1.1,-1,-1,0,12
O=C(CSc1ncccn1)N/N=C/c1cccc(OC2CSC2)c1,-4,-11,-3,17,1,3,2,0,15
CN1C(=S)SC(/[N+]([O-])=C/c2c(F)cccc2Cl)C1(C)C (stereo not given),-4,-8,-3,-8,1,1,18,-23,-5
CN1CCc2c(sc3c2C(=O)NC(c2ccccn2)N3)C1 (stereo not given),16,-7,-4,-5,0.84,0,6,10,-7
CCCCOc1c(Br)cc(/C=C2\N=C(C)OC2=O)cc1OCC,-1,0,-2,49*,1,-4,37,-38,-5
Cc1cccc(C)c1NC(=O)CN(C)C(=O)CN1C(=O)NC(C)(C)C1=O,-1,7,25,-5,1,-3,-6,-9,3
CCc1nc2ccc(C(=O)N3CCN(c4ccccc4)CC3)cc2nc1CC,4,-9,-6,6,0.95,10,37,3,19
Cc1ccccc1NC(=O)c1sc(NC(=O)COc2ccccc2)c(C#N)c1C,6,-5,2,-17,0.94,0,6,5,6
Cc1ccc(C2=NN(C(=O)C3CCCO3)C(c3ccco3)C2)cc1 (stereo not given),-4,-3,0,9,1,1,41*,-15,10
CCOC(=O)C1=C(COC(=O)CNC(=O)c2cc(OC)c(OC)c(OC)c2)NC(=O)NC1C (stereo not given),-8,-6,-2,-4,1.1,-1,1,-2,16
O=C(Cn1c2ccc(F)cc2c2nc3n(c(=O)c21)CCS3)N1CCCC1,-2,0,-1,-12,1,2,8,22,4
O=C(NN1C(=O)c2cc(Br)ccc2NC1c1cc(Br)cc(Br)c1O)c1ccncc1 (stereo not given),32,-4,-3,33,0.68,-7,32,-32,41
O=C(CN1CCOCC1)NC1CC2CCC1C2 (stereo not given),-6,-2,2,-10,1.1,-2,3,-9,11

# Screening data as filed in PubChem.
